# Assay outcomes (PubChem)
# mIDH1 inhibitor: qHTS for Inhibitors of mutant isocitrate dehydrogenase 1 (IDH1): qHTS. Isocitrate dehydrogenase [NADP] cytoplasmic (Homo sapiens), O75874. 390,000 compounds, 0.093% hits. IDH1-R132H enzyme, NADPH consumption, diaphorase/resazurin fluorescence. Potency, µM (doses to about 76.6 µM), without a hit: at the highest dose activity change, negative = inhibition, actives largely listed as inhibitors. AID 602179, 2012; also: potency is read from the fitted curve at half-maximal effect; % is scaled to controls: 0 for no effect and ±100 for the full control effect; nearly all actives have a fitted effect of over 65% in size
#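 IDH1-R132H (0.5 ug/mL dispensed) in pH 7.5 Tris buffer was preincubated 30 min with compound, then given a substrate mix of 0.016 mM NADPH and 2 mM alpha-KG for 80 min at room temperature; remaining NADPH was read by diaphorase/resazurin fluorescence.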
# PI4K2A block: qHTS for small molecular inhibitors of PI4K2A | purified PI4K2A, ADP-Glo luminescence, 1 h; active compounds read low | Phosphatidylinositol 4-kinase type 2-alpha (Homo sapiens), Q9BTU6 | 420,000 compounds, 0.13% hits | activity change, negative = inhibition, % at 76.9 µM; in the data active = activity change below about -50%; inconclusive = mostly about -30% to -49%;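 also: -100% = wells without enzyme as full effect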
# Target sequence (Q9BTU6 whole entry, looked up): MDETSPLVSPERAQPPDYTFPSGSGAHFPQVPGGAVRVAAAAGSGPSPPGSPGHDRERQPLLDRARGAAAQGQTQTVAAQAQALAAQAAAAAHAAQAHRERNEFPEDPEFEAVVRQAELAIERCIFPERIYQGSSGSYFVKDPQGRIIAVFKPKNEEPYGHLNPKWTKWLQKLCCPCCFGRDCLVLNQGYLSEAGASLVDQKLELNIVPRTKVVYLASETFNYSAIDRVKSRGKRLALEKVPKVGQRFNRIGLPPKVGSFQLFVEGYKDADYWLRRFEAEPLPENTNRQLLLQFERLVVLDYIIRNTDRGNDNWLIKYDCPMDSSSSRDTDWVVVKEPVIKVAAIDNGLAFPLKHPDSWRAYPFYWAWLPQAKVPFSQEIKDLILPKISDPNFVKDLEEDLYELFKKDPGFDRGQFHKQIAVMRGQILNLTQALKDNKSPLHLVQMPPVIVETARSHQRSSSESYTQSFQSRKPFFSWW
#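 PI4K2A activity was measured by ADP-Glo luminescence: enzyme (4 ug/mL stock) and phosphatidylinositol (1.2 mM stock) in Tris pH 7.5/MgCl2/EGTA/Triton X-100 buffer were reacted with ATP (300 microM stock) for one hour at ambient temperature.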
# USP1-UAF1 inh: Inhibitors of USP1/UAF1: Primary Screen; AID 743255, 2014; Ubiquitin carboxyl-terminal hydrolase 1 (Homo sapiens), O94782; 390,000 compounds, 0.23% hits; Potency, µM (top dose mostly 57.1 µM), without a hit: top-dose activity change, negative = inhibition, most hits filed as inhibitors; recombinant USP1/UAF1, Ub-Rhodamine cleavage fluorescence; also: potency is read from the fitted curve at half-maximal effect; % is scaled to controls: 0 for no effect and ±100 for the full control effect; nearly all actives have a fitted effect of over 60% in size; inactives centre near -12
#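 In this screen, compounds sit with the deubiquitinase complex (1nM) for 15 min at room temperature before Ub-Rho is added at 150nM final. Fluorescence rise is then followed for 6 reads every 60 seconds.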
# PGK inhibitor: qHTS Assay to Find Inhibitors of Phosphoglycerate Kinase | Phosphoglycerate kinase, glycosomal (Trypanosoma brucei brucei), P07378 | PGK/GAPDH coupled, Kinase-Glo luminescence, 60 min | Potency, µM (doses to about 57.5 µM), for inactives: at the top dose activity change, negative = inhibition, usual class: inhibitors | 380,000 compounds, 0.043% hits | AID 602233, 2012; also: potency is read from the fitted curve at half-maximal effect; % is scaled to controls: 0 for no effect and ±100 for the full control effect; nearly all actives have a fitted effect of over 60% in size
#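 Recombinant glycosomal PGK reaction used 1,3-bisphosphoglycerate generated in-well by GAPDH (100nM final) in 100mM TEA pH 7.6, 5mM MgCl2, 0.01% Tween-20. After 60 minutes at room temperature, ATP was read by Kinase-Glo Plus luminescence end-point.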
# Pin1 inhibitor: qHTS Assay to Find Inhibitors of Pin1; Pin1 FP peptide displacement, HiFluor488, 10 min; Potency, µM (doses to about 115 µM), for the others: at the top dose activity, negative = inhibition, actives largely listed as inhibitors; 390,000 compounds, 0.009% hits; active = well fitted inhibition curve with a large enough effect in the polarisation, with a control signal flat, not every such curve was filed as active; inconclusive = small, poorly fitted or top-dose-only effect, or effect the other way, or a change in a side signal; inactive = no such curve, though single readings can be large or run the other way; the % refers to the polarisation; also: potency is read from the fitted curve at half-maximal effect; % is scaled to controls: 0 for no effect and ±100 for the full control effect
# rTrxR1 inhibitor: qHTS Assay for Inhibitors of Mammalian Selenoprotein Thioredoxin Reductase 1 (TrxR1): qHTS. AID 588453, 2011. Thioredoxin reductase 1, cytoplasmic (Rattus norvegicus), O89049. Potency, µM (titrated, usually from 114 µM), inactives show at the top dose activity change, negative = inhibition, actives largely listed as inhibitors. recombinant rTrxR1, NADPH fluorescence consumption, selenite substrate. 390,000 compounds, 1% hits; also: potency is read from the fitted curve at half-maximal effect; % is scaled to controls: 0 for no effect and ±100 for the full control effect; nearly all actives have a fitted effect of over 65% in size
# Target sequence (O89049 whole entry, looked up): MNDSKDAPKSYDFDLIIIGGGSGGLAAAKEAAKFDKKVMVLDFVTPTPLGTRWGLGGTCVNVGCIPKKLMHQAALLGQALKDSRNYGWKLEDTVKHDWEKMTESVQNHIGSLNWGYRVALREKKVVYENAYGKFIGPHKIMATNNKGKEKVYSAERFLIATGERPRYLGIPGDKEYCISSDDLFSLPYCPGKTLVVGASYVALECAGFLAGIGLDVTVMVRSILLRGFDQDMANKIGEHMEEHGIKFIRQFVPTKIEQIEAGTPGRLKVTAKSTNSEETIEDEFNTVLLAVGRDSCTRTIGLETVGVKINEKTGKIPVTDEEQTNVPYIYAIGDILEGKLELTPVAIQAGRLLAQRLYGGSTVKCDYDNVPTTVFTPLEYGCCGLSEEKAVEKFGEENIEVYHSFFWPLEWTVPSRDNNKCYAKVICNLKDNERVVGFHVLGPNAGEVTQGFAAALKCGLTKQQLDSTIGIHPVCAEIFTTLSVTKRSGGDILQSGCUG
#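 Rat TrxR1 (90 nM in the dispensed reagent) was pre-reduced with 400 uM NADPH for 5 min at room temperature, then incubated with compound for 15 min. After 400 uM selenite was added, NADPH fluorescence (Ex 340/Em 450 nm) was followed for 8 min.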
# GLS inh: qHTS for Inhibitors of Glutaminase (GLS); Glutaminase kidney isoform, mitochondrial (Homo sapiens), O94925; GLS enzymatic activity, qHTS titration; Potency, µM (top dose mostly 45.5 µM), for the others: at the top dose activity change, negative = inhibition, actives largely listed as inhibitors; 410,000 compounds, 0.21% hits; AID 624170, 2012; also: potency is read from the fitted curve at half-maximal effect; % is scaled to controls: 0 for no effect and ±100 for the full control effect
#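 hKGA in 45 mM KH2PO4 (pH 8.2), 0.02% Tween-20 with compound, then 1mM L-Glutamine (stock as added) plus glutamate oxidase/HRP/Amplex red coupling mix. Fluorescence read initially and after 30 min at RT; signal change reflects glutamate formation.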
# HP1b binding inh: HTS for Inhibitors of HP1-beta Chromodomain Interactions with Methylated Histone Tails. Chromobox protein homolog 1 (Homo sapiens), P83916. AlphaScreen HP1-beta / biotin-H3K9me3 peptide binding. Potency, µM (top dose mostly 114 µM), without a hit: at the highest dose activity change, negative = inhibition, hits mostly inhibitors. 390,000 compounds, 0.56% hits; also: potency is read from the fitted curve at half-maximal effect; nearly all actives have a fitted effect of over 70% in size; inactives centre near 23
#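 HP1-beta protein (50 nM final) preincubated 30 min at room temperature with biotinylated H3(1-18)K9me3 peptide (50 nM) in PBS pH 7.4, 0.01% Tween-20, then compound added for 30 min. AlphaScreen streptavidin donor/nickel chelate acceptor beads (10 ug/mL final), 30 min dark, luminescence read.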
# TrxR1 substrate: qHTS Assay for Substrates of Mammalian Selenoprotein Thioredoxin Reductase 1 (TrxR1): qHTS. purified TrxR1 substrate turnover, NADPH consumption readout. Potency, µM (highest dose often 114 µM), for the others: at the top dose activity change, negative = substrate turnover. 390,000 compounds, 0.01% hits; also: potency is read from the fitted curve at half-maximal effect; % is scaled to controls: 0 for no effect and ±100 for the full control effect; nearly all actives have a fitted effect of over 50% in size
#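 Rat TrxR1, dispensed at 90 nM, was prereduced with 400 uM NADPH (final) for 5 min at ~22 deg C, then incubated with compound 15 min before 400 uM selenite. A first-read NADPH fluorescence drop versus no-compound background flagged substrates.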
# * marks the source's active call; other numbers are inactive results; i = inactive; ? = inconclusive; . = not tested or not shown; & = joins results of further samples; [ ] = remark or other dose. Unless noted, calls follow the shape of the dose curve; as a rule, active = well fitted curve in the direction sought with a large enough effect; inconclusive = small, poorly fitted or top-dose-only effect, or another doubt; inactive = no such curve, though single readings can be large; an effect the other way counts as inactive or inconclusive. This is a subset; rates above refer to the full screens.
# The line under a structure holds: mIDH1 inhibitor	PI4K2A block	USP1-UAF1 inh	PGK inhibitor	Pin1 inhibitor	rTrxR1 inhibitor	GLS inh	HP1b binding inh	TrxR1 substrate
> COc1ccc([N+](=O)[O-])cc1NC(=O)CCN1CCN(c2ccccc2)CC1
  6%	-2	-6%	8%	?	19%[11.4 µM]	13%	43%[activator]	11%[11.4 µM]
> COc1nc(-c2cnccn2)sc1C
  -6%	0	-9%	-7%	1%	5%[57.1 µM]	-1%	2%	0%[57.1 µM]
> Fc1ccc(-c2csc(-c3nc(-c4ccc(Br)s4)cs3)n2)cc1
  -9%	-4	-14%	i	-8%	20%	1%	22%	4%
> COc1ccc(C(=O)NCC2(N3CCCCC3)CCCCC2)cc1S(=O)(=O)N(C)C
  -1%	4	-9%	-6%	-5%	25%	2%	19%	7%
> O=C(CCCc1nc(-c2ccccc2)no1)NC1CCCC1
  4%	3	-6%	2%	-5%	-13%	10%	12%	-6%
> Cc1nnc(NC(=O)CCSCCC(=O)Nc2nnc(C)s2)s1
  -8%	-20	-9%	-23%	?	7%	?	-17%	10%
> CC(C)(C)OC(=O)N(Cc1ccccc1)Cc1ccc(OCc2cccc(NC(=O)c3ccccc3)c2)cc1
  0%[38.3 µM]	-1	-23%	-6%	-1%	24%	1%	24%	1%
> Cc1cccc(-n2ccnc2SCC(=O)Nc2nccs2)c1
  7%	-4	-9%	i	3%	5%[57.1 µM]	0%	10%	-8%[57.1 µM]
> C=CC[C@@H](CC(=O)N[C@@H](CO)Cc1ccccc1)C(=O)N[C@@H](COC(=O)[C@@H](CC=C)Cc1ccc(F)cc1)Cc1ccccc1
  -4%	1	-31%	1%	1%	25%	-3%	42%[activator]	6%
> O=C(c1ccccc1)N1CCc2ccccc21
  0%	0	-19%	-6%	7%	20%[57.1 µM]	1%	29%	-20%[57.1 µM]
> Cc1ccc(Oc2ccccc2NC(=O)C2=COCCO2)cc1
  3%	3	-9%	-2%	2%	2%	9%	64%[activator]	-5%
> Cc1nnc(SCc2ccccc2CSc2nnc(C)s2)s1
  2%	2	-6%	-8%	0%	17%[57.1 µM]	1%	26%	0%[57.1 µM]
> COc1ccc(/C=N/NC(=O)c2ccccc2O)cc1COc1ccccn1
  0%	0	-10%	4%	1%	?	5%	52%[activator]	?
> CCN1CCN(CCNC(=O)c2ccc(CS(=O)c3ccc(Cl)cc3)o2)CC1 (configuration not stated)
  -5%	-11	-17%	-2%	4%	20%	0%	41%[activator]	0%
> CC(C)(C)c1ccc(C(=O)N2CCC(NC(=O)c3ccccc3)CC2)cc1
  -2%	15	-16%	-4%	5%	14%	-12%	26%	4%
> CC1Cc2ccccc2N1C(=O)CSc1nnc2n1C(C)(C)Cc1ccccc1-2 (configuration not stated)
  3%	0	-15%	-5%	-6%	-9%	0%	18%	-3%
> CC(=O)Nc1cc(C(=O)NCc2ccco2)ccc1Sc1ccc(Cl)cc1
  -1%	-4	-21%	i	-3%	-7%	-11%	4%	-9%[57.1 µM]
> CCOc1ccc(N2C(=O)C(c3ccccc3)=C(c3nc4ccccc4s3)C2NC(C)=O)cc1 (configuration not stated)
  2%	0	-14%	-8%	16%	-12%	3%	-19%	-13%
> CN1CCCN(Cc2ccc(Cl)cc2Cl)CC1
  1%	-2	-21%	0%[11.5 µM]	-14%	17%	16%	?	0%
> COc1ccccc1CNC(=S)Nc1cc(C)ccc1C
  1%	6	-4%	-7%	-7%	-1%[57.1 µM]	7%	-1%	-2%[57.1 µM]
> N#Cc1cccc(NC(=O)CSc2sc3c(O)cc(=O)[nH]c3c2C#N)c1
  -5%	0	0%	-2%	?	21%[57.1 µM]	11%	-20%	-8%
> CC(C)CC(NC(=O)/C(=C/c1ccco1)NC(=O)c1ccc(Br)o1)C(=O)O (configuration not stated)
  -9%	-2	-7%	-13%	?	?	?	28%	-3%
> CC(C)(C)c1ccc(C2=CC(c3ccccc3F)n3ncnc3N2)cc1 (configuration not stated)
  0%	-4	18%	0%	-17%	24%[57.1 µM]	5%	62%[activator]	33%[activator][57.1 µM]
> O=S(=O)(NCCc1nnc2ccc(SCc3cccnc3)nn12)c1ccccc1
  8%	-2	-18%	i	1%	10%	2%	27%	3%
> Cc1ncc([N+](=O)[O-])n1CCOC(=O)NC(NCc1ccccc1)C(Cl)(Cl)Cl (configuration not stated)
  10%	-10	-4%	-10%	-3%	-15%	-1%	27%	-12%
> CC1CCc2c(sc3nnn(CC(=O)Nc4ccc(Cl)cc4)c(=O)c23)C1 (configuration not stated)
  -10%	-1	?	-2%	28%	32%[57.1 µM]	-12%	-18%	-2%[57.1 µM]
> COC(=O)C1=NN[C@H](C(=O)OC)[C@H]1c1ccccc1
  0%	1	1%	3%	2%	1%	8%	44%[activator]	-1%
> COc1cc(NC(=O)c2cc(-c3cccc(O)c3)on2)cc(OC)c1OC
  0%	4	-14%	-3%	-2%	8%[57.1 µM]	-4%	37%	6%[57.1 µM]
> Cc1cc(C)c(Nc2n[nH]c(=S)s2)cc1C
  -5%	1	-5%	-9%	.	.	18%	.	.
> Cc1n[nH]c(=S)n1/N=C/c1ccc(OCc2ccc(Cl)cc2Cl)cc1
  1%	1	1%	-4%	8%	-1%	-9%	50%[activator]	6%
> CSCCC(NC(=O)c1ccccc1Cl)C(=O)N(C)CC(=O)Nc1ccc(N2CCOCC2)cc1 (configuration not stated)
  -1%	2	-16%	-5%	0%	-14%	25%	3%	-8%
> CC1(C)CC(=O)C2=C(C1)OC(N)=C([N+](=O)[O-])C2c1ccc(F)cc1 (configuration not stated)
  0%	3	-1%	7%	-3%	-5%[57.1 µM]	1%	23%	3%[57.1 µM]
> Cc1c(C(=O)O)oc2c1C(=O)CC(C)(C)C2
  1%	1	-13%	-9%	-4%	13%	0%	26%	0%
> Cc1ccc(S(=O)(=O)NC(C)CCc2ccccc2)cc1 (configuration not stated)
  9%	7	-23%	-3%	0%	5%[57.1 µM]	-12%	76%	-8%
> O=C(NC1CC2CCC1C2)C1CCN(S(=O)(=O)c2ccc(-c3nn[nH]n3)cc2)CC1 (configuration not stated)
  0%	-6	-15%	2%	-3%	14%[57.1 µM]	2%	42%[activator]	13%[57.1 µM]
> Cc1ccc(Cl)c(NC(=O)CSc2cccc[n+]2[O-])c1Cl
  -8%	1	-22%	2%	-4%	2%[2.29 µM]	-25%	21%[57 µM]	13%[57.1 µM]
> CCc1c(C)sc2c1CCN(Cc1cccc(F)c1)C2c1ccccc1 (configuration not stated)
  -8%	-2	-21%	6%	?	-2%[57.1 µM]	-9%	-2%	1%[57.1 µM]
> c1ccc2cc(N3CCCCC3)ccc2c1
  12%	2	-4%	-1%	-11%	17%[57.1 µM]	28%	28%[57 µM]	23%[57.1 µM]
> O=C1CN(C(=O)COC(=O)c2ccco2)c2ccccc2N1
  1%	-3	-20%	-5%	-17%	-16%	-7%	34%	0%
> Cc1ccc(S(=O)(=O)N/N=C/c2cccn2-c2ccc(Cl)cc2)cc1
  7%	-7	-16%	-6%	3%	-17%	14%	?	-8%
> COc1ccc(CCNC(=O)C2CCN(S(=O)(=O)c3ccc(OC)c(OC)c3)CC2)cc1
  0%	4	2%	2%	?	5%	.	25%	4%
> O=C(Cn1c(=O)c2cccn2c2ccccc21)NCc1cccc(F)c1
  8%	3	-21%	-4%	30%[activator]	7%	-2%	29%	8%
> COc1nc2ccc(C)cc2cc1-c1noc(-c2cccnc2)n1
  5%	0	-18%	-7%	0%	13%[57.1 µM]	-6%	47%	3%
> COc1ccc(Nc2ncc3c(n2)CC(c2ccc(C)cc2)CC3=O)cc1 (configuration not stated)
  0%	-1	-7%	-9%	-12%	18%	-3%	21%	-2%
> O=c1[nH]c(=O)n([C@H]2C[C@H](O)[C@@H](CO)O2)cc1C(F)(F)F
  1%	6&-1	-14%	i	-3%	48%[activator]	-10%	72%[activator]	15%
> N#Cc1c(N)[nH]c(=S)c(C#N)c1-c1ccccc1
  -2%	0	-3%	-2%	9%	-25%[57.1 µM]	5%	-5%	-2%[57.1 µM]
> COc1ccc(CCNC(=O)CSc2nnnn2C)cc1OC
  -14%	-8	4%	-1%	-2%	-4%	7%	19%	-4%
